Bioassay records deposited in PubChem BioAssay by National Center for Advancing Translational Sciences (NCATS).
TbPYK inhibitor – T. brucei pyruvate kinase inhibition | Q57TT1 | Potency, µM (highest dose often 76.8 µM), without a hit: at the highest dose activity, negative = inhibition, hits mostly inhibitors | AID 624173 | 410,000 compounds, 0.12% hits | TbPYK enzyme, Kinase-Glo Plus ATP luminescence, 45 min; note: potency is the fitted concentration of half-maximal effect; nearly all actives have a fitted effect of over 50% in size
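TbPYK + substrate in 50 mM TEA pH 7.2, 100 mM KCl, 10 mM MgCl2, 0.05% BSA, 0.01% Tween-20; cpd pinned; ADP 130 uM final; 45 min RT; Kinase-Glo Plus 10 min; luminescence endpoint.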
LmPK inhibitor – blocks Leishmania mexicana pyruvate kinase activity. Potency, µM (doses to about 57.5 µM), for inactives: at the highest dose activity change, negative = inhibition, actives largely listed as inhibitors. purified LmPK, Kinase-Glo ATP luminescence, 1 h. 290,000 compounds, 0.37% hits. Q27686; note: potency is the fitted concentration of half-maximal effect
Target sequence (Q27686 whole entry, looked up): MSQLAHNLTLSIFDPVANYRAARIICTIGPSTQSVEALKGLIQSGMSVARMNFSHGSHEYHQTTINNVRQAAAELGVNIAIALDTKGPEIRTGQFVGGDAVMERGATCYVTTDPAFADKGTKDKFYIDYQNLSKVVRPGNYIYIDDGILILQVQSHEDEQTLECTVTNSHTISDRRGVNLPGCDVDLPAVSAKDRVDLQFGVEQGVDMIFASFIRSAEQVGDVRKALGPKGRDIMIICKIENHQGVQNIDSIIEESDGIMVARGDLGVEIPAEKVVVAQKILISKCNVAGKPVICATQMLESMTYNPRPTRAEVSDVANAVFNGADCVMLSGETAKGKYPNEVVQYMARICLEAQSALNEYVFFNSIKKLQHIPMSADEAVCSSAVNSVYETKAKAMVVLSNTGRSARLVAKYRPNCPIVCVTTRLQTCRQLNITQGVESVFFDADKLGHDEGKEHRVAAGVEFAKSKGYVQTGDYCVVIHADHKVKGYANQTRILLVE
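0.1 nM LmPK, 0.5 mM PEP, 0.1 mM ADP; 50 mM imidazole pH 7.2, 7 mM MgCl2, 50 mM KCl; 1 h RT. Kinase-Glo luminescence readout, normalized to no-enzyme (full inhibition) and uninhibited wells.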
AmpC detergent – AmpC beta-lactamase inhibition with detergent present; 370,000 compounds, 0.041% hits; AmpC hydrolysis of nitrocefin, absorbance 480 nm, 0.01% Triton; Potency, µM (titrated, usually from 114 µM), for the others: at the highest dose activity change, negative = inhibition, actives largely listed as inhibitors; P00811; AID 485294;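 note: potency is the fitted concentration of half-maximal effect; 0% = no-compound wells and -100% = no-enzyme wells; nearly all actives have a fitted effect of over 25% in size; some results filed as inactive show a strong effect at the top dose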
Target sequence (P00811 whole entry, looked up): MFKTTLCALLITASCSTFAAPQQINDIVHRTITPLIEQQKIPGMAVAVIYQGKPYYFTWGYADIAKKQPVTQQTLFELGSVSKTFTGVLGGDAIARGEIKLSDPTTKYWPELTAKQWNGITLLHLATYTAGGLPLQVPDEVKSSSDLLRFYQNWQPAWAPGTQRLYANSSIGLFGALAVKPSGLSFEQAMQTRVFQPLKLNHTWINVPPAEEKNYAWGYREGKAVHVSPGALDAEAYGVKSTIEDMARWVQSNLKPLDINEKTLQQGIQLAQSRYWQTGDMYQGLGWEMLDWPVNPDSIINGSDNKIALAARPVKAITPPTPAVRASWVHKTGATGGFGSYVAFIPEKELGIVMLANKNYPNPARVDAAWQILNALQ
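AmpC (5.3 nM in the dispensed reagent) in 20 mM phosphate pH 7.0 with 0.01% (detergent screen) or 0.0001% Triton X-100 was preincubated with compounds for 15 min at room temperature. Nitrocefin was then added from an 800 uM solution, and hydrolysis was followed at 480 nm.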
HCMV inh – inhibitors of human cytomegalovirus. HFF cells, HCMV-luciferase reporter, 72 h; stronger effect = lower value. activity change, negative = inhibition, % at 57.5 µM. 410,000 compounds, 4.5% hits; in the data active = activity change below about -60%; inconclusive = no clear call, values can overlap the other calls; inactive = above about -39%
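Luciferase read-out from HCMV-luciferase-infected HFFs (MOI 1 PFU/cell) 72 h post infection at 37C; compounds added after 16 h cell attachment; activity normalized between buffer-only basal and Salinomycin (10uM) inhibitor controls.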
AMA1-RON2 inh – disrupts binding of P. falciparum AMA1 to RON2; AlphaScreen AMA1-biotinylated RON2 peptide binding; Potency, µM (series often up to 58.2 µM), without a hit: at the top dose activity change, negative = inhibition, usual class: inhibitors; 360,000 compounds, 0.2% hits; AID 720542;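 note: potency is the fitted concentration of half-maximal effect; 0% = vehicle wells and -100% = peptide control; nearly all actives have a fitted effect of over 45% in size; some results filed as inactive show a strong effect at the top dose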
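AMA1 (3D7) with his tag at 25 nM final met compounds first, then biotinylated RON2 peptide at 25 nM; detection used donor plus acceptor beads, 10 µg/mL apiece, read by AlphaScreen after 30 min at room temperature.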
HCV inh – HCV inhibition. AID 651820. Potency, µM (series often up to 41.8 µM), for inactives: top-dose activity change, negative = inhibition, hits mostly inhibitors. Huh7.5.1 HCVcc-Cre infection, luciferase reporter, 44 h. 340,000 compounds, 3.4% hits; note: potency is the fitted concentration of half-maximal effect
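Compounds are dispensed onto cells plated 4 h earlier at 1,000 per well, with HCVcc-Cre virus (about 0.5 moi) added next. Following 44 h of culture, luminescent signal is measured for 15 sec after 15 min with substrate at room temperature.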
AmpC no deterg – blocks E. coli AmpC beta-lactamase in detergent-free assay; P00811; AmpC nitrocefin hydrolysis, absorbance 480 nm, 0.0001% Triton; 330,000 compounds, 0.52% hits; Potency, µM (titrated, usually from 57.1 µM), inactives show top-dose activity change, negative = inhibition, most hits filed as inhibitors;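 note: potency is the fitted concentration of half-maximal effect; plate controls were no compound for no effect and no enzyme for full effect; nearly all actives have a fitted effect of over 20% in size; some results filed as inactive show a strong effect at the top dose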
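20 mM phosphate pH 7.0 + 0.01% (detergent screen) or 0.0001% Triton X-100; 5.3 nM AmpC reagent; cpd preinc 15 min RT; nitrocefin (800 uM stock) to start; A480 q20 s × 4 min; Activity was normalised to no-enzyme and no-compound control wells.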
Numbers without * were called inactive; ? = inconclusive; nt = not tested or not shown; [ ] = dose if it differs, or a comment. Unless noted, calls come from the whole dose curve; as a rule, active = well fitted curve in the direction sought with a large enough effect; inconclusive = small, poorly fitted or top-dose-only effect, or another doubt; inactive = no such curve, though single readings can be large; an effect the other way counts as inactive or inconclusive. Unless noted, % is set by controls: 0 for no effect and ±100 for the full control effect.

SMILES | TbPYK inhibitor | LmPK inhibitor | AmpC detergent | HCMV inh | AMA1-RON2 inh | HCV inh | AmpC no deterg
Cc1cccc(-c2nnc(SCC3CNC(=O)O3)n2-c2ccc(Cl)cc2)c1 (stereo not drawn) | ? | 1% | -10% | -36 | 38%[activator] | 5% | 100%[activator]
CC(=O)c1cccc(NC(=O)CN(Cc2ccccc2)S(C)(=O)=O)c1 | 0% | -3% | ? | -25 | -5% | 15% | 1%
COC(=O)c1sc(N)c(C(=O)OC)c1COC(=O)C1CC(=O)N(Cc2ccco2)C1 (stereo not drawn) | -17% | 8% | -14% | 63 | 0% | ? | 36%
CC(=O)Nc1ccc(S(=O)(=O)NCCC(=O)OC(C)C(=O)c2ccc(C)cc2)cc1 (stereo not drawn) | 3% | -3% | -8% | 59 | -3% | 5% | 5%
CC(C)CCN(C(=O)Cc1ccccc1F)c1c(N)n(Cc2ccccc2)c(=O)[nH]c1=O | -2% | 2% | 0% | 0 | 2% | ? | -39%
O=C(c1cccc(F)c1)N1CCN(S(=O)(=O)Cc2ccccc2)CC1 | -2% | 0% | 3% | ? | -7% | 7% | -5%
CC1=C(C(=O)NCc2ccccc2C)C2(CCCCCC2)OC1=O | 3%[15.4 µM] | nt | -2% | ? | nt | nt | nt
COc1ccccc1OC(C)C(=O)Nc1cccc(-c2nc3ccccc3s2)c1 (stereo not drawn) | -12% | nt | 21% | 26 | nt | nt | nt
O=C(C[C@@H]1C/C=C/CC[C@@H](Cc2ccc(F)cc2)C(=O)O[C@H](c2ccccc2)CNC1=O)NCCO | 1% | nt | nt | -24 | 0% | 2% | 255%[activator]
COc1ccc(CCN2CC(C(=O)NCCc3cnn(C)c3)CCC2=O)cc1 (stereo not drawn) | -17% | 3% | -8% | 5 | 21% | 30% | -3%
CCC1(C)CC(c2nc(-c3ccc(OC)cc3)cs2)CCS1 (stereo not drawn) | -14% | 1% | -11% | -34 | -12% | 1% | -31%
CC(C)(C)C1CCC(OC(=O)CCC(=O)Nc2ccccc2)CC1 (stereo not drawn) | -2% | 1% | 3% | ? | 6% | 7% | -9%
Cc1nc(-c2ccccc2O)n(S(=O)(=O)N(C)C)n1 | 3% | 3% | -8% | -18 | 11% | ? | -12%
CCC(C)[C@H](NC(=O)NC1CC1)C(=O)O (stereo partly drawn) | -3% | -2% | -5% | 60 | -9% | nt | -8%
COc1ccccc1C(CNC(=O)c1ccc(NS(=O)(=O)c2ccc(C(C)=O)cc2)cc1)N1CCCC1 (stereo not drawn) | 3% | nt | nt | 7 | 0% | 9% | nt
CCOC(=O)C1(C)CCCN(C(=O)C(c2ccccc2)c2ccccc2)C1 (stereo not drawn) | 3% | nt | nt | -27 | 2% | nt | nt
CCCSC1=N/C(=C\c2ccc3c(c2)OCO3)C(=O)S1 | 6% | 0% | ? | 36 | 15% | 13% | -22%
CSc1ccccc1C(=O)C1CCCN(C(=O)NC(C)C)C1 (stereo not drawn) | -11% | 4% | 6% | -11 | 0% | 17% | 0%
COCCCN1C(=O)C(CC(=O)NC2CC2)CC(C(=O)N(C(C)C)C(C)C)=C1C (stereo not drawn) | 2% | nt | nt | 11 | 0% | nt | nt
Cc1ccccc1Oc1nnc(-c2cccs2)c2ccccc12 | 1% | 5% | -3% | -39 | -14% | ? | -50%
CCN(C(=O)COC(=O)CSc1ccc(C(N)=O)cc1[N+](=O)[O-])C1CCCCC1 | -10% | -7% | 3% | nt | -7% | 29% | 32%
COc1ccccc1NC(=S)NC1CCCCCCCCCCC1 | 4% | 5% | -13% | -61* | 94%[activator] | 4.5µM* | -55%
Cn1c(=O)cc(OCC(=O)NCCC2=CCCCC2)c2ccccc21 | 3% | 0% | -14% | ? | -1% | -29% | -1%
COc1ccc(OCc2nnc3n2N=C(c2ccc(C)cc2)CS3)cc1 | -1% | 10% | -17% | 27 | -22% | -6% | -1%
CCOC(=O)c1cc2occc2n1Cc1ccc(F)cc1 | -9% | -3% | 1% | -29 | -4% | -17% | nt
Cc1ccc(C(=O)NCC(=O)OCC(=O)NCCc2ccccc2)s1 | -4% | 1% | -1% | 8 | 20% | 14% | -5%
O=[N+]([O-])c1ccccc1/C=C/C=N/n1c(-c2ccc(Cl)cc2)n[nH]c1=S | ? | 0% | 3% | 58 | 8% | 8% | -30%
CCOC(=O)CN1C(=O)/C(=C/c2cccc(Br)c2)Oc2ccccc21 | -16% | 2% | -8% | -31 | 8% | 7% | -12%
O=C(NC1CCCCC1)c1ccc(COc2ccccc2)o1 | 2% | nt | 0% | -4 | -5% | ? | -8%
COc1ccc2nc(NC(=O)c3ccccc3[N+](=O)[O-])sc2c1 | 6% | -1% | 15% | 8 | -8% | ? | -34%
Cc1cc(=O)[nH]c(SCC(=O)Nc2nnc(SCc3ccccc3)s2)n1 | 6% | 14% | 4% | 7 | -9% | 11% | -39%
COc1ccc(NC(=O)CN(C2CCCCC2)S(C)(=O)=O)cc1Cl | 6% | 7% | -4% | -73* | 5% | -26% | 1%
O=C(NCCc1ccccc1)C1CCC(=O)N(Cc2cccc(C(F)(F)F)c2)C1 (stereo not drawn) | -8% | -2% | 0% | 56 | -1% | 11% | 145%[activator]
O=C(OCN1C(=O)c2ccccc2C1=O)c1cccc(OC(F)F)c1 | -3% | 2% | 1% | -11 | -5% | 9% | -14%
O=C(Nc1cccc(-c2nc3cccnc3s2)c1)c1ccc(Cl)nc1 | -9% | 1% | 5% | -16 | 0% | -20% | -27%
Cc1ccsc1/C=C1/CN(C)Cc2c1nc1ccccc1c2C(=O)O | -7% | 0% | -5% | 39 | 8% | 19% | 0%

Four entries from above in a different format.
> COc1ccc(CCN2CC(C(=O)NCCc3cnn(C)c3)CCC2=O)cc1 (stereo not drawn)
  TbPYK inhibitor = -17%	LmPK inhibitor = 3%	AmpC detergent = -8%	HCMV inh = 5	AMA1-RON2 inh = 21%	HCV inh = 30%	AmpC no deterg = -3%

> CCOC(=O)c1cc2occc2n1Cc1ccc(F)cc1
  TbPYK inhibitor = -9%	LmPK inhibitor = -3%	AmpC detergent = 1%	HCMV inh = -29	AMA1-RON2 inh = -4%	HCV inh = -17%	AmpC no deterg = nt

> COc1ccccc1NC(=S)NC1CCCCCCCCCCC1
  TbPYK inhibitor = 4%	LmPK inhibitor = 5%	AmpC detergent = -13%	HCMV inh = -61*	AMA1-RON2 inh = 94%[activator]	HCV inh = 4.5µM*	AmpC no deterg = -55%

> Cc1cccc(-c2nnc(SCC3CNC(=O)O3)n2-c2ccc(Cl)cc2)c1 (stereo not drawn)
  TbPYK inhibitor = ?	LmPK inhibitor = 1%	AmpC detergent = -10%	HCMV inh = -36	AMA1-RON2 inh = 38%[activator]	HCV inh = 5%	AmpC no deterg = 100%[activator]

Continued:
SMILES | TbPYK inhibitor | LmPK inhibitor | AmpC detergent | HCMV inh | AMA1-RON2 inh | HCV inh | AmpC no deterg
C=C(C)Cn1c(CCNC(=O)c2ccco2)nc2ccccc21 | 0% | 0% | 4% | -38 | 0% | -14% | -6%
O=C(NC1CCCC1)C(c1ccncc1)N(Cc1cccs1)C(=O)c1csnn1 (stereo not drawn) | -5% | 2% | -8% | 10 | 0% | 6% | 19%
N#CCCCSc1ncccc1-c1nc2ccccc2[nH]1 | -4% | 3% | -8% | 9 | -4% | -19% | -28%
Cc1ccc(-n2nc(C)c3c(C)c(CCC(=O)Nc4ccc(CN5CCCC5)cc4)c(C)nc32)cc1 | -3% | 3% | 10% | ? | 1% | ? | 59%
COc1cc(NS(=O)(=O)c2cc3c(cc2C)n(C)c(=O)c(=O)n3C)cc(OC)c1 | 2% | nt | 3% | 18 | nt | nt | nt
CCOc1ccc(NC(=O)C2CCN(c3nnc(C)c4c(C)n(-c5ccccc5)nc34)CC2)cc1 | -9% | nt | 25% | 0 | nt | nt | nt
COc1cc(C2NC(C(=O)O)Cc3c2[nH]c2ccccc32)cc(OC)c1OC (stereo not drawn) | -5% | 3% | 2% | 53 | 4% | -3% | 2%
COc1ccc(OCCCC(=O)NCCc2ccccc2)cc1 | 0% | 0% | -10% | 7 | 8% | -5% | -14%
Cc1ccc(-n2cc(CNCCn3nc(C)cc3C)c(-c3ccc(F)cc3)n2)cc1 | -3% | 0% | -1% | -5 | -5% | ? | 178%[activator]
Cc1cc(NC(=O)CSCC(=O)N(C)Cc2ccc(Cl)c(Cl)c2)no1 | 3% | -4% | 0% | 30 | 136%[activator] | -1% | 12%
CCC(=O)N1CCN(c2ccc(NC(=O)c3c(F)c(F)c(OC)c(F)c3F)cc2)CC1 | -10% | 5% | -6% | -30 | -2% | -2% | -9%
CN(c1ccccc1)S(=O)(=O)c1ccc(C(=O)Nc2nnc(C3CC3)s2)cc1 | -5% | 5% | 5% | -13 | -1% | -4% | -24%
COC(=O)C1=C(C)NC(C)=C(C(=O)OC)C1c1ccc(C)o1 | -5% | 3% | -2% | 144 | -2% | 17% | 1%
O=C(Nc1ccccc1)Nc1ccc2nnsc2c1 | -7% | -6% | -12% | -19 | -15% | -11% | -31%
COc1ccc(C(=O)NCc2nnc(SCC(=O)N3CCCC3)o2)cc1OC | -9% | 2% | -8% | 9 | 11% | 15% | 11%
Cc1nn(-c2ccccc2)c(C)c1C(=O)OC(C)C(=O)NC1CCCCC1C (stereo not drawn) | -1% | nt | ? | ? | -9% | 11µM* | 52%
Cc1ccc(S(=O)(=O)N2CCN(CC(=O)N/N=C/c3ccc(Br)s3)CC2)cc1 | -11% | 2% | -12% | -3 | 16%[2.32 µM] | ? | 47%
COc1ccc([C@@H]2[C@@H]3C(=O)N(C(C)(C)C)C(=O)[C@@H]3[C@]3(Cc4ccc(Cl)cc4)C(=O)N(c4cccc(C)c4)C(=O)N23)cc1 | 1% | 2% | -10% | -24 | 3% | 1% | 61%[activator]
CCCCN(Cc1ccco1)C(=O)Cn1ncc2c([nH]c3ccccc32)c1=O | 2% | nt | 11% | 0 | nt | nt | nt
CCCNC(=O)C1CCC(CNS(=O)(=O)c2cccc3nsnc23)CC1 (stereo not drawn) | -3% | -1% | -2% | 3 | 18% | 5% | -6%
CCC(Cn1nnc2ccccc2c1=O)NC(=O)Nc1ccc(C)c(C)c1 (stereo not drawn) | 5% | nt | -2% | 27 | nt | nt | nt
COc1ccc(/C=C/c2cc(C(=O)O)c3ccccc3n2)cc1 | -10% | 11µM* | -4% | -6 | 9% | 13% | -6%
